# Compound activity (PubChem)
# FAK inh: blocks human focal adhesion kinase activity; Q05397; biochemical FAK kinase activity assay; inhibition, %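 (tested at 7 µM)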; 97,000 tested, 0.84% active; AID 727; in the data active means inhibition above about 19%;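 further: 0% = DMSO and 100% = reference compound high control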
# Target sequence (Q05397 whole entry, looked up): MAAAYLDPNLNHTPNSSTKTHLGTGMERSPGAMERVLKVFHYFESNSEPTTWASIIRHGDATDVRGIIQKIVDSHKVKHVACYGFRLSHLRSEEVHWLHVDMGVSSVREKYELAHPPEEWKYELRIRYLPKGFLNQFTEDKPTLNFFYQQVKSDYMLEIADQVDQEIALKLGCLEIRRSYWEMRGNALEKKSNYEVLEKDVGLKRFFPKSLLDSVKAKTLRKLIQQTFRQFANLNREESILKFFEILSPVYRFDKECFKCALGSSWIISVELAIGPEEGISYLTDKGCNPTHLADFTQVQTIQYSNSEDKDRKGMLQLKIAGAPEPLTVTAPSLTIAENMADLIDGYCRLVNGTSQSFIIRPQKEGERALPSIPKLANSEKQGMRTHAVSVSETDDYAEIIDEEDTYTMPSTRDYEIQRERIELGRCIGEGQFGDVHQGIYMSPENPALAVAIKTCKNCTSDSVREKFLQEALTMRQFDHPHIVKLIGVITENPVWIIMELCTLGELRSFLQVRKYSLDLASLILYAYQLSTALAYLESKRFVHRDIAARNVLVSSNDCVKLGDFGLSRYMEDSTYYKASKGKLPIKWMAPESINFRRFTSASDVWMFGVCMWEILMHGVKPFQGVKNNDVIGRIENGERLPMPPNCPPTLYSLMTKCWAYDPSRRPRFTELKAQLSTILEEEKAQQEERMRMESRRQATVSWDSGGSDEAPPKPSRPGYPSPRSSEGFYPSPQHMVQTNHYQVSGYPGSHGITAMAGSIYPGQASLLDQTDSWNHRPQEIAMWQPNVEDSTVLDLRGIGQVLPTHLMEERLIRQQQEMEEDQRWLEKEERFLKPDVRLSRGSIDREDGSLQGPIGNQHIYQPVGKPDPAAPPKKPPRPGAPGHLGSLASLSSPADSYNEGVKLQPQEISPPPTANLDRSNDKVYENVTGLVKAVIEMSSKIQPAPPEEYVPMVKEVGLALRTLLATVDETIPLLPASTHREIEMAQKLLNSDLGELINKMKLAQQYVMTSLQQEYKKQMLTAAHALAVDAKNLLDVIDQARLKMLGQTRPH
# Mac1 fbg enh: increases human CD11b/CD18 adhesion to fibrinogen | 93,000 tested, 0.07% active | activation, % at 10 µM | K562 CD11b/CD18 adhesion to fibrinogen, ATPlite luminescence | P05107+P11215;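 active means 10 µM primary screen giving 50% or more activity, confirmed by 40% or more on retest at that dose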; further: strong numbers were not always called active
# ERa SRC1 inh: blocks coactivator binding to human estrogen receptor alpha; P03372; TR-FRET ER-alpha LBD / SRC-1 peptide, estradiol-bound; inhibition, % at 25.6 µM; 86,000 tested, 1.7% active; AID 629; in the data active means inhibition above about 50%;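 further: 0% = receptor plus peptide control and 100% = peptide only without receptor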
# HIV Rev-RRE inh: inhibitors of HIV-1 Rev-RRE RNA interaction; Rev peptide-RRE RNA binding, FRET; inhibition, % at 8 µM; 97,000 tested, 0.79% active; AID 704;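 active means inhibition above the screen-wide mean plus 3 SD, cut at about 35% in these data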;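 further: 0% = median DMSO wells and 100% = median Neomycin B control wells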
#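 Test system: labelled RRE RNA duplex and labelled Rev peptide. Times: 5 min compound–RNA preincubation, then 15 min with peptide, 25 °C. Doses: single-dose 8 µM. Measured by: FRET, excitation 480 nm, emission 540 nm donor and 671 nm acceptor. Measure: % inhibition of FRET ratio versus controls.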
# Plk1 PBD FP: blocks phosphopeptide binding to human Plk1 polo box domain. Plk1 PBD phosphopeptide binding, fluorescence polarization. inhibition, %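 (tested at about 20 µM)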. 97,000 tested, 0.13% active. AID 693; in the data active means inhibition above about 34%, passing the limit was not always enough
# ERb SRC1 inh: ER-beta (human) coactivator binding inhibition; Q92731; TR-FRET ER-beta LBD / SRC1-Cy5 peptide binding; receptor agonist-loaded with 1 µM estradiol; inhibition, % at 25.6 µM; 86,000 tested, 1.3% active; AID 633;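 active means compounds whose percent inhibition of the receptor-coactivator binding signal exceeds about 50% in the single-dose screen, limit read from the data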;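 further: 0% = receptor plus peptide wells without compound and 100% = peptide-only wells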
# PLK1 inh: blocks human PLK1 kinase activity; recombinant PLK1 kinase, TR-FRET peptide phosphorylation; P53350; AID 619; 97,000 tested, 0.53% active; inhibition, % at 10 µM;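 active means inhibition of 50% or more in the single-concentration screen; inactive means inhibition below 50%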;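 further: 0% = DMSO max control and 100% = H-89 dihydrochloride min control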
# ERa coact pot: ER-alpha (human) coactivator binding potentiation; 86,000 tested, 1.3% active; coactivator binding (% of control), % at 25.6 µM; P03372; TR-FRET ERalpha-LBD/SRC-Cy5 coactivator binding, 2 h; 100 = basal binding, no effect; in the data active means activity above about 200%;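 further: binding measured in presence of low estradiol as agonist stimulus; 0% = peptide alone without receptor and 100% = receptor with peptide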
# Mac1 fbg inh: CD11b/CD18-fibrinogen binding inhibition. P05107+P11215. K562 CD11b/CD18 adhesion to fibrinogen, ATPlite luminescence; Mn2+ added to activate the integrin. inhibition, % at 10 µM. 93,000 tested, 0.54% active. AID 1497;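 active means primary inhibition of 50% or more at 10 µM, then 40% or more on retest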; further: some results filed as inactive read as strong as hits
# Active calls of the source: *; . = no result given; [ ] = remark or other dose.
Molecule	FAK inh	Mac1 fbg enh	ERa SRC1 inh	HIV Rev-RRE inh	Plk1 PBD FP	ERb SRC1 inh	PLK1 inh	ERa coact pot	Mac1 fbg inh
O=C(Cc1ccccc1)NC(=S)Nc1ccc2oc(-c3ccccc3F)nc2c1	-4	-2	.	-3	-12	.	-14	.	-9
COc1cccc(Nc2nc(CC(C)=O)ns2)c1	-1	.	2	1	22	0	-12	85	.
CCOc1ccc2nnnn2n1	-8	-4	-3	5	23	-1	-7	113	9
CCCn1c2c(c(O)c(C(=O)Nc3ccc(OCC)cc3)c1=O)CCCC2	1	-2	-24[fluorescence artefact?]	7	-2	-21[fluorescence artefact?]	-10	139[fluorescence artefact?]	-15
COc1ccc(-c2nnc(SCC(=O)NC(=O)NCc3ccccc3)o2)cc1	1	12	21	4	-26	8[fluorescence artefact?]	-5	312*[fluorescence artefact?]	-8
CC(=O)c1cc2c(cc1NS(=O)(=O)c1ccc(C)cc1)OCCO2	-2	-4	-6	17	10	-7	0	116	2
Cc1ccc(CNC(=O)C2CC(c3ccc([N+](=O)[O-])cc3)=NO2)cc1 (stereo not drawn)	-1	-2	.	-3	-22	.	-3	.	-7
Cn1nc(-c2ccccc2)c(CSc2cccc(Cl)c2)c1Cl	0	-3	3	17	0	-4	-6	93	8
CC(C)(C)c1cccc(OCCCSc2ncccn2)c1	2	-2	0	20	7	-5	-5	97	-11
Cn1c(Cn2nnc3ccccc32)nnc1SCC(N)=O	-4	2	6[fluorescence artefact?]	1	6	1[fluorescence artefact?]	10	103	-6
CCN(CC)C(C(=O)Nc1ccc(C(C)C)cc1)c1ccc2c(c1)OCO2 (stereo not drawn)	-2	2	-3	14	-1	-6	-11	79	-19
Cc1ccccc1C(=O)NC(C)C(c1cccs1)N1CCOCC1 (stereo not drawn)	-3	-3	-5	11	14	2	-11	112	-23
CC1Cc2cc(/C(O)=C3\C(=O)C(=O)N(CCN4CCOCC4)C3c3ccccc3F)ccc2O1 (stereo not drawn)	-4	-2	4[fluorescence artefact?]	-3	21	-10[fluorescence artefact?]	-3	117	13
COc1ccc(-n2nc3c(c2NC(=O)c2c(-c4ccccc4Cl)noc2C)CS(=O)(=O)C3)cc1	-1	-2	0	9	-19	-7	-3	111	-26
Nc1cc2c(cc1C(=O)c1ccccc1)OCCO2	-1	-2	-9	1	15	-18	-12	97	0
COCCCn1c(-c2ccccc2)nc2ccccc2c1=O	1	-2	-2	2	-27	-2	-4	124	-12
CCN(CCNC(=O)c1cc(C)nn1-c1ccccc1)c1ccccc1	.	-2	-4	.	.	-3	.	115	-5
Cc1cc(S(=O)(=O)N2CCN(c3ccc(F)cc3)CC2)c(C)s1	0	2	5	10	8	-11[fluorescence artefact?]	-9	104	-2
Clc1ccc(-c2nn3c(-c4ccccc4)nnc3s2)cc1	.	-5	40	.	.	38	.	130	7
Cc1ccc(NC(=O)COc2ccccc2)c(NC(=O)c2ccccc2C)c1	-2	.	.	6	12	.	1	.	.

# By substructure, those above with a thiophene ring, fused or not
Molecule	FAK inh	Mac1 fbg enh	ERa SRC1 inh	HIV Rev-RRE inh	Plk1 PBD FP	ERb SRC1 inh	PLK1 inh	ERa coact pot	Mac1 fbg inh
Cc1ccccc1C(=O)NC(C)C(c1cccs1)N1CCOCC1 (stereo not drawn)	-3	-3	-5	11	14	2	-11	112	-23
Cc1cc(S(=O)(=O)N2CCN(c3ccc(F)cc3)CC2)c(C)s1	0	2	5	10	8	-11[fluorescence artefact?]	-9	104	-2

# Continued:
Molecule	FAK inh	Mac1 fbg enh	ERa SRC1 inh	HIV Rev-RRE inh	Plk1 PBD FP	ERb SRC1 inh	PLK1 inh	ERa coact pot	Mac1 fbg inh
COc1ccc(NC(=O)C(CCS(C)(=O)=O)NC(C)=O)cc1 (stereo not drawn)	-3	7	-8	3	-22	-15	-14	113	-3
CCCCN(CCCC)c1nc(OC)nc(-n2nnc(C(C)=O)c2C)n1	3	.	3	0	1	3	-10	91	.
O=S(=O)(c1ccc(Cl)cc1)c1snnc1-c1ccccc1	-2	-3	3	11	-4	4	-8	85	11
Cc1ccc(-n2ncc3c2ncn2nc(-c4ccco4)nc32)c(C)c1	0	.	15	13	0	17	-10	97	.
COc1cc2c(C(=O)NCc3ccccn3)cn(C)c(=O)c2cc1OC	8	-2	-23	10	4	-25	7	102	6
COc1ccc(NC(=O)CCn2nc(C)cc2C)cc1	.	-4	-9	.	.	-1	.	124	12
Cc1cccc(NC(=O)C2CCCN(S(=O)(=O)c3cccc4cccnc34)C2)c1 (stereo not drawn)	-1	3	6	5	9	-1	-13	105[fluorescence artefact?]	-10
COc1ccc2c(c1OC)CN(C)CCc1cc3c(cc1C(O)C2)OCO3 (stereo not drawn)	1	-1	-4	-3	39	3[fluorescence artefact?]	1	132	-7
CCCOc1ccc2ccccc2c1/C=N/n1cnnc1	1	3	.	6	-1	.	0	.	-4
CC(C)(C)c1ccc(S(=O)(=O)NCC(=O)Nc2sc3c(c2C(N)=O)CCCC3)cc1	0	1	.	16	16	.	-6	.	6
Cc1ccc2cc(CCNC(=O)c3ccc4c(c3)OCO4)c(=O)[nH]c2c1	-2	-1	-8	4	-24	-9	-6	101	-16
COc1cccc(/C=C/C(=O)c2c(O)cc(C)oc2=O)c1O	-1	0	20	10	-28	20	-1	82	8
CN(C)CCNc1nc2c(c(=O)[nH]c(=O)n2C)n1CC(O)COc1ccc(Cl)cc1Cl (stereo not drawn)	15	-2	-1	-1	-7	0	-12	126	-3
CO/N=C(\c1nonc1N)N1CCN(c2ccc([N+](=O)[O-])cc2Cl)CC1	5	-4	.	16	-1	.	-7	.	4
OCCOc1ccc(C2=NCCO2)cc1	-3	-3	23	5	-1	8	-11	106[fluorescence artefact?]	-3
CC(=O)Nc1sc(C)c(C)c1CN1CCN(S(=O)(=O)c2ccccc2)CC1	.	5	-8	.	.	6[fluorescence artefact?]	.	98	25
COc1ccc(OC)c2sc(NC(=O)CCSc3ccccc3)nc12	-7	-1	-7	8	-18	-3	5	138	5
CCCNc1nc(OCC(F)(F)F)nc(OCC(F)(F)F)n1	-3	0	-5	9	4	-11	-9	106	-11
CC(C)CC(OC(=O)c1nsc(Cl)c1Cl)C(=O)NCc1cccs1 (stereo not drawn)	2	.	-23	10	-24	-31[fluorescence artefact?]	-13	105	.
Cc1cc(C)nc(N/N=C/c2ccco2)n1	-3	-4	-6	10	-8	-4	-6	107[fluorescence artefact?]	11
CCCCOC(=O)CSc1nc(N)c(C#N)c(-c2ccc(OC)cc2)c1C#N	-4	1	61*[fluorescence artefact?]	8	-20	41[fluorescence artefact?]	-224	240*[fluorescence artefact?]	-5
Cc1oc(-c2ccc3c(c2)OCCO3)cc1C(=O)NC(CCC(=O)O)C(=O)O (stereo not drawn)	4	2	6[fluorescence artefact?]	4	11	13[fluorescence artefact?]	-3	102	-13
CC(C)n1c(=O)[nH]c2ccccc21	-1	-1	19	3	-10	17	8	110[fluorescence artefact?]	-13
CCOC(=O)/C(C#N)=C/c1ccc(-c2ccsc2C(=O)OC)o1	-4	.	.	21	16	.	-13	.	.
COCCNC(=O)c1csc2c1CCCC2	1	-3	-4	7	0	31	-6	119	6
CN(C(=O)c1ccc(Cl)c(S(=O)(=O)N2CCOCC2)c1)c1ccccc1C(=O)O	7	0	7	5	19	17	-7	84	-19
COc1cc2[nH]c(=S)n(CCCN3CCOCC3)c(=O)c2cc1OC	-1	4	-8	-2	16	7	-4	124	.
O=C1Nc2ccc(F)cc2C12Nc1ccccc1-c1nnc(SCc3ccccc3)nc1O2 (stereo not drawn)	3	.	.	-1	-8	.	-11	.	.
CCc1ccc(NC(=O)c2ccc3ncsc3c2)cc1	0	.	-9	2	8	-10	-9	113	.
CCC(C)Sc1nc(C)nc2c1c(=O)n(C)c(=O)n2C (stereo not drawn)	4	2	-2	7	32	-10	53*	110[fluorescence artefact?]	-5
c1ccc(CCc2nc(-c3ccc(-n4cccc4)cc3)no2)cc1	1	0	-3	-1	-4	0	2	110	56
CCN(c1ccccc1)S(=O)(=O)c1ccc2[nH]cc(C(=O)NCCOC)c(=O)c2c1	5	.	50*	9	-1	22	-3	46[fluorescence artefact?]	.
Cc1ccc(N(CC(=O)NCc2ccncc2)S(C)(=O)=O)cc1Cl	-9	-4	0	1	6	-5	-10	127	6
O=C(Nc1cccc(-c2nnn(CC(=O)N3CCc4ccccc4C3)n2)c1)C1CCC1	-1	-7	-4	9	-14	-9	-2	119	19
CCCCN(CC)C(=O)c1cccc(Cl)c1	-2	5	-1	2	-13	-2	-6	124	0
Cc1ccc(C)c(NC(=S)N2CCC(c3nc4ccccc4s3)CC2)c1	1	.	.	1	36	.	-7	.	.
CC(=O)c1ccc(O)c(CO)c1	2	-1	14	13	12	2[fluorescence artefact?]	-3	102[fluorescence artefact?]	-9
CCOC(=O)c1ccc(NC(=O)CSc2nnc(C)n2-c2ccccc2)cc1	.	-1	5[fluorescence artefact?]	.	.	-2[fluorescence artefact?]	.	104	8
Cc1nn2cc(-c3ccc(Cl)cc3)nc2s1	2	30	-2	5	20	-3	-13	130	25
CCNC(=O)c1sc(-c2ccccc2)nc1C	-1	-2	-12	7	3	-8	-10	111	-6

# Continued (four carried over from the part before).
Molecule	FAK inh	Mac1 fbg enh	ERa SRC1 inh	HIV Rev-RRE inh	Plk1 PBD FP	ERb SRC1 inh	PLK1 inh	ERa coact pot	Mac1 fbg inh
CC(=O)c1ccc(O)c(CO)c1	2	-1	14	13	12	2[fluorescence artefact?]	-3	102[fluorescence artefact?]	-9
CCOC(=O)c1ccc(NC(=O)CSc2nnc(C)n2-c2ccccc2)cc1	.	-1	5[fluorescence artefact?]	.	.	-2[fluorescence artefact?]	.	104	8
Cc1nn2cc(-c3ccc(Cl)cc3)nc2s1	2	30	-2	5	20	-3	-13	130	25
CCNC(=O)c1sc(-c2ccccc2)nc1C	-1	-2	-12	7	3	-8	-10	111	-6
CC(C)(CNS(=O)(=O)c1ccc(F)cc1)CNS(=O)(=O)c1ccc(F)cc1	2	5	-9	2	-14	0[fluorescence artefact?]	-5	112	5
Cc1cccc(/C=N/n2c(C)cc(C)c(C#N)c2=O)c1	0	.	17	6	-10	11[fluorescence artefact?]	-13	111[fluorescence artefact?]	.
CCN(CC)C(=O)CSc1nc2ccccc2c(=O)[nH]1	1	4	-13	5	-4	-12	-6	113	7
Cc1sc2ncn(-n3c(C)ccc3C)c(=O)c2c1C	-1	-1	3	0	-38	-10	1	87	-6
Cn1c(Cn2c(C(F)(F)F)nc3ccccc32)nc2ccccc21	0	2	4[fluorescence artefact?]	1	-13	-2[fluorescence artefact?]	-7	106	-23
COc1cccc(OCCOc2cccc(/C=N/n3cnnc3)c2)c1	-1	-1	-6	11	10	-2	-8	109	6
COc1ccc(OCC(=O)Nc2ccc(S(=O)(=O)N3CCOCC3)cc2)cc1	-1	-3	-9	7	-11	-8	-4	121	-6
CCOc1cc(C2C(C(=O)OC)=CN(C3CCCC3)C=C2C(=O)OC)cc(Br)c1O	-16	0	29[fluorescence artefact?]	-5	-4	-6	-1	210*[fluorescence artefact?]	-5
CSCCC(N=CC1=C(O)CC(C)(C)CC1=O)C(=O)O (stereo not drawn)	0	-3	.	2	-43	.	21	.	-2
